Tb hexokinase: T. brucei hexokinase 1 inhibition; recombinant TbHK1, G6PDH-coupled NADH A340; inhibition, % at 10 µM; 220,000 compounds, 0.11% hits; AID 1430;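 active means inhibition of 50% or more in the single-dose primary screen; inactive means inhibition below 50%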
Furin inh: human furin inhibition; P09958; purified furin, fluorogenic substrate cleavage; inhibition, % at 30 µM; 220,000 compounds, 0.061% hits; in the data active means inhibition above about 25%; further: inactives centre near -15
BaF3 tox: parental Ba/F3 viability inhibition as JAK2V617F counter-screen; CellTiter-Glo ATP luminescence; inhibition, % at 5.6 µM; 220,000 compounds, 1.1% hits; AID 1486;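 active means inhibition above a per-campaign cutoff, the mean inhibition of all tested compounds plus 3 SD, cut at about 27% in these data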;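 further: 0% = DMSO wells and 100% = JAK Inhibitor I control wells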
PGE2 EP2 inh: inhibitors of human EP2 prostaglandin E2 receptor; P43116; C6 glioma cells expressing human EP2, cAMP TR-FRET; cells stimulated with saturating PGE2; 260,000 compounds, 0.52% hits; inhibition, % at 25 µM; AID 1422;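 active means percent inhibition above 40 after rounding to a whole number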;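 further: rat C6 glioma host cells with rolipram phosphodiesterase inhibitor present; the protocol text gives 20 µM as final concentration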
Target sequence (P43116 whole entry, looked up): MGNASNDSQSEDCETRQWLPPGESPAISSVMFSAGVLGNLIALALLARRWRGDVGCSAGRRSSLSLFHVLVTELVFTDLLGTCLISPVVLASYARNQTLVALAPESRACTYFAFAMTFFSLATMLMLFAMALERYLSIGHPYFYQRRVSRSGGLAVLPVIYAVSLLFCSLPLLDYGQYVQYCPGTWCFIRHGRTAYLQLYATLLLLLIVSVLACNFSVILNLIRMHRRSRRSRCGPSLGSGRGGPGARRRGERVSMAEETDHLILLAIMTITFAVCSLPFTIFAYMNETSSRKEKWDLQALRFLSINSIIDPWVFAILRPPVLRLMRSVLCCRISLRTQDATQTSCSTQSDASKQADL
PPC-1+TRAIL kill: PPC-1 cancer cell killing with TRAIL present | cell killing (% activity), % at 4 µM | PPC-1 cells + TRAIL, ATPLite viability luminescence | 220,000 compounds, 0.41% hits;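 active means cell killing above 50% in the first pass at 4 µM, then a duplicate retest at 5 µM averaging 50% or more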;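 further: plate controls were cells with TRAIL plus DMSO for no effect and medium-only wells lacking cells for full effect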
RBBP9 inh: inhibitors of human serine hydrolase RBBP9. recombinant RBBP9, FP-Rh probe fluorescence polarization. AID 1515. inhibition, % at 7.94 µM. 220,000 compounds, 0.2% hits. O75884;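 active means inhibition above the campaign mean of all tested compounds plus 3 SD, cut at about 14% in these data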;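 further: plate controls were DMSO wells with RBBP9 for no effect and wells lacking RBBP9 protein for full effect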
Target sequence (O75884 whole entry, looked up): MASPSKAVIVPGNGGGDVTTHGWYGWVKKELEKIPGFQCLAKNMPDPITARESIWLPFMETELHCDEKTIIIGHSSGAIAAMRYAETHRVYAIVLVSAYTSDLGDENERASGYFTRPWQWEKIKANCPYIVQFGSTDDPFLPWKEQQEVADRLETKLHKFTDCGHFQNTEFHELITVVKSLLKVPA
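Material: RBBP9 protein. Amount: RBBP9 at 2.5 µM in dispensed solution, before mixing. Schedule: 30 min then 45 min, 25 °C. Medium: Tris buffer pH 8.0, NaCl, Pluronic. Measured by: fluorescence polarization. Measure: percent inhibition from mP, scaled between DMSO and no-protein wells. Replication: one well per compound.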
NCF1 inh: inhibitors of human p47phox binding; P14598; p47phox/p22phox peptide binding, fluorescence polarization, 2 h; inhibition, % at 24.7 µM; 220,000 compounds, 0.53% hits; AID 1274;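 active means inhibition above about 30%, limit read from the data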;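 further: 0% = p47phox with labelled peptide and 100% = labelled peptide alone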
Ba/F3 V617F tox: lowers viability of Ba/F3 cells expressing EpoR and JAK2V617F; ATP luminescence; inhibition, % at 5.6 µM; 220,000 compounds, 1.1% hits; AID 1446;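 active means inhibition above the campaign mean plus 3 SD over all tested compounds, cut at about 24% in these data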;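 further: cytokine-independent growth of Ba/F3 cells driven by EpoR plus mutant JAK2; 0% = DMSO-treated cells and 100% = JAK inhibitor I control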
p97 inhibitor: inhibitors of human p97 ATPase; recombinant p97 ATPase, Kinase-Glo ATP luminescence, 3 h; P55072; AID 1481; inhibition, % at 8 µM; 220,000 compounds, 0.42% hits; in the data active means inhibition above about 15%;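 further: 0% = DMSO vehicle and 100% = wells lacking enzyme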
* = called active by the depositor; · = no result given; & = joins results of further samples; [ ] = another dose, or the depositor's remark.

SMILES	Tb hexokinase	Furin inh	BaF3 tox	PGE2 EP2 inh	PPC-1+TRAIL kill	RBBP9 inh	NCF1 inh	Ba/F3 V617F tox	p97 inhibitor
CC(C)(C)C1CCC2(CC1)NC(CO)(CO)CO2 (stereo not given)	-2	-15	5	12	-4	-7	-6	3	-2
COC(=O)c1sc2nc(SCC(=O)N(C)c3ccccc3)n(N)c(=O)c2c1C	-14	-19	1	7	-13	-2	4	4	-3
COC(=O)c1ccc(S(=O)(=O)NCc2ccco2)n1C	-1	-35	0	6	0	-3	-6	-3	6
CCOC(=O)CSC(CC)C(=O)Nc1nnc(C(C)C)s1 (stereo not given)	0	-1	8	9	-9	-7	1	0	-2
COc1ccc(C(=O)/C=C/C(=O)N(CC(=O)NC2CCCCC2)Cc2ccc(F)cc2)c(O)c1	6	-9	6	12	1	2	33*	1	3
Nc1ccc2oc(CCc3ccccc3)nc2c1	26	-15	6	9	-1	-7	-11	-2	1
COC(=O)C(CC(C)C)NC(=O)/C=C/c1ccc(Cl)cc1 (stereo not given)	1	-16	-4	5	9	-4	-13	-2	-1
CCC(=O)Nc1ccc(-c2nc(-c3ccccc3)n(CC(=O)N3CCCCC3)n2)cc1	-3	-28[20 µM]	1	17	-9	-10	-16	-1	-2
CC(C)(C)OC(=O)N1CC(O)CC1C(=O)OCC(=O)c1ccc(Cl)cc1 (stereo not given)	0	-18	5	10	10	-2	-10	-1	2
Cc1ccc(S(=O)(=O)C2(C(=O)Nc3ccc(F)cc3)CC2)cc1	2	-18	2	12	9	-5	-7	-2	8
COc1cc(S(=O)(=O)N(Cc2cccnc2)Cc2cccc(OC)c2OC)ccc1-n1cnnn1	-12	-14	0	5	6	-4	-1	-2	-8
Cn1cc(CN(Cc2ccccn2)C[C@@H]2CCC(=O)N2)c(-c2ccccc2F)n1	-3	-12	-1	4	-6	-5	9	-3	1
O=C(NC1CC1)C1=C[C@H](c2ccc(C(F)(F)F)cc2)C[C@H](OCc2ccc(CO)cc2)O1	-8	-21	-4	-6	2	10	·	-2	0
COc1ccc(OC)c(NC(=O)Nc2cc(NC(=O)Nc3cc(OC)ccc3OC)c(C)nc2C)c1	-18	2	6	4	24	-5	-7	4	-6
O=S(c1ccc2ccccc2c1)c1cnns1 (stereo not given)	16	-22	-3	12	9	-3	-2	7	6
CC(=O)Oc1cc2oc(=O)cc(C)c2cc1OC(C)=O	-13	-35	1	10	14	-10	-4	3	-3
O=C(O)C1CCN(S(=O)(=O)c2ccc3c(c2)OCCCO3)CC1	12	-24	2	5	-1	-6	-5	-2	0
NC(=NCCc1c[nH]c2ccccc12)NS(=O)(=O)c1ccc2ccccc2c1	7	-13	3	7	11	-13	-11	0	1
O=C(CCCn1c(=O)oc2ccccc21)Nc1cccnc1	2	-28	-1	6	0	3	-2	-3	7
Cn1nnc2cc(C(=O)Nc3cccnc3)ccc21	-12	-20[20 µM]	1	4	8	-3	-8	0	-2
CCOc1ccccc1N1CCN(CC(=O)c2c(N)n(C)c(=O)n(C)c2=O)CC1	4	-15	3	4	26	-6	4	1	0
Cc1ccc(S(=O)(=O)NCc2cccnc2)s1	-4	-16[20 µM]	-1	19	30	-3	11	3	0
COc1ccc(NC(=S)NCC(c2ccco2)N2CCCC2)cc1 (stereo not given)	-8	-8	3	5	-2	-8	2	1	-3
CN(CC1COc2ccccc2O1)C(=S)Nc1ccccc1 (stereo not given)	0	-9[20 µM]	28*	13	·	-10	·	2	-5
O=C1NC(NS(=O)(=O)c2ccccc2)(C(F)(F)F)C(=O)N1c1ccc(F)cc1 (stereo not given)	6	-25	3	6	4	-4	-14	-3	6
Cc1ccc(NC(=S)N(CCN(C)C)Cc2cc3cc(C)ccc3[nH]c2=O)cc1	6	-8	11	9	22	-4	-11	3	-7
Fc1cccc(CCN2C(=S)NC[C@@H]2CC2CCCCC2)c1	5	-35	·	4	16	·	-22	·	·
CCOC(=O)c1cccc(NC(=O)C2(S(=O)(=O)c3ccc(Cl)cc3)CC2)c1	1	-15	4	13	2	-7	-4	-5	0
C=CCn1c(COc2ccccc2)nnc1SCC(=O)N/N=C/c1cc(Cl)ccc1O	-2	-15[20 µM]	8	16	14	5	-6	3	-1
Cc1c(Cl)c(-c2n[nH]c(=S)n2-c2ccc(F)cc2)nn1C	-2	-21[20 µM]	2	17	14	0	0	-1	6
CSc1ncc2c(n1)-c1cc(C)ccc1SC2	0	-3[20 µM]	5	13	16	-1	-6	-1	1
CCCCn1c(CNC(C)=O)nc2ccccc21	11	-18	1	8	23	-5	-3	-3	4
Cc1ccc(NC(=O)CC2S/C(=N/c3nccs3)N(C)C2=O)cc1C (stereo not given)	-9	-12[20 µM]	6	9	-6	0	-20	-3	0
C=CCn1c(-c2cc(-c3ccc(C)cc3)nc3ccccc23)n[nH]c1=S	-12	-10	-1	6	0	-7	-1	-1	5
N=C(N)N=Nc1c(O)[nH]c2ccc(Br)cc12	-27	-9	5	7	4	-5	-8	6	1
O=C(CN1C2=NCCN2c2ccccc21)c1ccc(Br)s1	3	-7	2	4	20	-5	3	-2	4
Cc1nc2nc[nH]n2c(=O)c1NC(=O)CC12CC3CC(CC(C3)C1)C2	4&-11	0	-1&4	5&5	2&1	-16&-4	-3&-2	3&0	-1&0
COc1ccc(NC(=O)C2CCCN2C(=O)NC2CCCCC2)cc1OC (stereo not given)	2	-23	2	6&8	1	-3	-1	-1	4
O=C1CC(c2ccccc2)CC2=C1C=Nc1ccccc1N2 (stereo not given)	-5	-20	3	5	6	1	-4	-3	1
COC(=O)c1sccc1NC(=O)c1c(C)c(-c2cccc(Cl)c2)nc2ccccc12	-4	-12	3	8	11	-3	-17	-3	7
COC(=O)c1sccc1NC(=O)CSc1ccccc1NS(=O)(=O)c1ccc(Cl)cc1	11	-6[20 µM]	5	7	20	-7	-7	3	-5
COc1ccccc1Nc1nnc(SCC(=O)N2CC(=O)Nc3ccccc32)s1	-3	-11	5	7	3	-6	-7	2	-1
Cc1nc2sc(C(c3ccco3)N3CC(C)OC(C)C3)c(O)n2n1 (stereo not given)	8	-23	6	·	5	-6	-11	-1	5
Cc1ccc(OCCCN2C(=O)C(=O)c3cccc(C)c32)cc1	0	-15[20 µM]	5	24	5	1	0	-1	0
CC(C)(C)OC(=O)NCCc1nnc(SCc2ccc(Cl)cc2Cl)o1	-3	-4[20 µM]	-1	8	0	-6	3	-1	-6
COc1cccc(C2C(=O)c3ccccc3C2=O)c1	-4	-11	0	11	16	-12	-12	-2	2
CC(=O)Nc1ccc(S(=O)(=O)N2CCN(c3nnnn3-c3ccccc3)CC2)cc1	-3	-19	4	4	11	-8	-2	0	8
CCOC(=O)N1CCN(C(=O)C2CC(=O)N(c3ccc(OC)cc3)C2c2ccc(OC)cc2)CC1 (stereo not given)	3	-4[20 µM]	11	2	12	-5	-9	12	-10
CN1CCN(Cc2nc(-c3cccs3)no2)CC1c1ccccc1 (stereo not given)	-7	-5	5	8	-5	2	-3	1	2
Cc1ccc(N=C2NC(=O)/C(=C/C=C/c3ccco3)S2)cc1	3	-9	5	8	18	10	-15	-1	10
Cc1csc(NC(=O)CSc2ccc3nnc(-c4ccncc4)n3n2)n1	0	4	2	9	-7	-2	-2	-2	3
COc1cccc(NC(=O)Cn2cc3c(n2)CCCCC3)c1	1	-27	8	8	30	6	-15	-1	3
Cc1ccc(C2=NOC(C)(c3nnc(-c4ccc(Cl)cc4)o3)C2)cc1 (stereo not given)	-9	-20	·	12	-2	·	-5	·	·
COC(=O)c1ccc(Cl)c(NC(=O)CN2CCN(Cc3ccccc3)CC2)c1	-10	-21[20 µM]	1	6	-7	-8	-8	0	-7
COc1cccc(-c2nnc3n2N=C(c2cccc(Br)c2)CS3)c1	-7	-23	7	6	9	1	2	-2	4
COc1cc2cc(Oc3ccc4ccc(=O)oc4c3)c(=O)oc2cc1OC(=O)/C=C/c1ccccc1	-12	-27	·	20	6	·	-43	·	·
O=C(Cn1nc(C(F)(F)F)c2c1CCC2)NCc1ccc(F)cc1	0	-7	5	3&7	8	9	-8	0	1

Screening data as filed in PubChem.

Only part of the results is shown; rates above refer to the full screens.
